Assay outcomes: PubChem BioAssay, several laboratories
MT stabilize HCS = stabilizes microtubules in HeLa cells; hit rate 0.83% among 200,000; HeLa tubulin immunostaining HCS, 24 h; share of cells brighter than vehicle mean+2SD; % tubulin-high responders, % at 10 µM;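 active = plate Z-score above 3 for both tubulin-high and condensed-nucleus cell shares, with cell loss under 80%, at 10 µM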;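 note: anti alpha tubulin signal scored within the nucleus-defined area of each cell; some results filed as inactive read as strong as hits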
Dynein cargo inh = blocks dynein driven cargo transport along microtubules; 3617.4 mouse cells, GR-EGFP nuclear translocation imaging; test concentration mostly 20 µM; stimulated with dexamethasone, 1 µM; active compounds read low; z-score, hits read low; hit rate 0.47% among 220,000; AID 1381;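 active = plate z-score of nuclear minus cytoplasmic receptor signal below a set negative limit, without overly bright fluorescence or cell loss, cut at about -3.5 in these data, passing the limit was not always enough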;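 note: z-score of nuclear minus cytoplasmic ring GR-EGFP intensity difference per well; some compounds called inactive have numbers as strong as hits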
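Buffer or medium: tet-free medium with charcoal-stripped serum / Also added: dexamethasone agonist, 1.0 µM final, for 30 min / Timing: induction 48 h, compound 1 h, agonist 30 min / Measured by: high-content fluorescence imaging after fixation / Read-out: nuclear-to-cytoplasmic GR-EGFP distribution per well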
XIAP antagonists = small molecules displacing peptide from XIAP – biochemical, IAP family, fluorescence polarization (AID 1018); XIAP BIR domain, fluorescence polarization peptide displacement; higher % means a stronger effect; displacement, % at 20 µM; hits with a dose series show IC50 in µM; hit rate 0.007% among 200,000; in the data active = displacement above about 50%; note: a part of the inactive calls stands beside numbers as strong as those of hits
ER stress rescue = protection against thapsigargin-triggered cell killing – 384-well, CSM14.1, ATP luminescence, primary screen (AID 1222) | CSM14.1 thapsigargin-induced death rescue, ATP luminescence; higher % means a stronger effect | 190,000 tested, under 10 active | cellular ATP content (survival), % at 20 µM, or EC50 in µM where a hit was titrated;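 active = EC50 below 50 µM in the dose-response confirmation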;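 note: death triggered by thapsigargin at about 15 µM added after 2 h compound pretreatment; cell ATP read after overnight thapsigargin exposure of roughly 18 to 22 hours; normalized against plate controls of thapsigargin alone and 5% DMSO vehicle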
b-catenin transl = beta-catenin nuclear translocation modulation | hit rate 0.3% among 190,000 | HeLa beta-catenin nuclear translocation, immunofluorescence imaging | AID 1665 | nuclear translocation activity, % at 5 µM;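 active = nuclear translocation activity above 50% at 5 µM, with a well cell count of 50 or more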;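 note: per-cell ratio of nuclear to cytoplasmic median beta-catenin stain intensity; plate controls were DMSO negative control for no effect and GSK-3 inhibitor IX positive control for full effect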
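Test system: HeLa cells, endogenous beta-catenin; Compound: single 5 µM dose plus 0.02–20 µM confirmation series; Times: compound exposure 24 h at 37°C; Signal: fluorescence imaging of beta-catenin antibody stain plus DAPI; Read-out: % activation, nuclear-to-cytoplasmic median beta-catenin signal ratio per cell.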
WT yeast gro inh = growth inhibition of WT yeast, mitochondrial fusion screen; mitochondrial fusion phenotypic screen, WT strain; inhibition, % at 10 µM; hit rate 2.1% among 190,000; in the data active = inhibition above about 58%; tested in S. cerevisiae
Ins promoter up = MIN6 insulin promoter up-regulation | MIN6 insulin promoter-GFP reporter, high-content imaging; active compounds read high | hit rate 0.3% among 190,000 | AID 1625 | z-score at 5 µM;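 active = z-score above 3 at 5 µM with at least 500 cells counted in the well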
Lipid droplet = hepatic lipid droplet formation modulation; AML12 mouse hepatocytes, oleate lipid droplets, BODIPY imaging; inhibition, % at 6.5 µM; hit rate 0.4% among 240,000;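 active = lipid droplet intensity inhibited by at least 50%, with more than 500 cells counted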
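Assay system: AML12 mouse liver cells | Compound dosing: One dose, 6.5 µM compound | Read-out basis: Droplet intensity reduction, % inhibition | Measured by: Fluorescence imaging, 20x objective, two fields per well | Schedule: Overnight treatment with compound plus oleate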
Autophagy HCS = modulators of autophagy. MEF GFP-LC3 puncta imaging; test concentration mostly 10 µM. calls only at 10 µM (by protocol). hit rate 0.98% among 190,000. AID 463193;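 active = percentage of spot-positive cells more than 3 SD above its plate mean, without a fluorescence outlier flag or 80% toxicity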;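 note: spot-positive cell cutoff set from DMSO-treated cells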
WT yeast gro inh mutant strain = second read-out of WT yeast gro inh, no call of its own (marks repeat the call); inhibition, %; mitochondrial fusion phenotypic screen, mutant strain inhibition
Dynein cargo inh cytoplasmic EGFP = recorded beside Dynein cargo inh, whose call it bears; z-score; measured here: cytoplasmic GR-EGFP intensity; active compounds read high
Dynein cargo inh nuclear GR-EGFP = also measured in Dynein cargo inh; calls as there; z-score; measured here: nuclear GR-EGFP intensity;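 lower value marks the stronger effect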
Dynein cargo inh cell count = second read-out of Dynein cargo inh, no call of its own (marks repeat the call); z-score; measured here: cell count per field
Ins promoter up cell count = second read-out of Ins promoter up, no call of its own (marks repeat the call); cell count; measured here: cytotoxicity, nuclei count;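 total cells summed across four imaged fields per well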
Lipid droplet cells 6.5 µM = recorded beside Lipid droplet, whose call it bears; cell count; measured here: cell count, cytotoxicity flag;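 cells counted across two imaged fields per well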
b-catenin transl cell count 5 µM = also measured in b-catenin transl; calls as there; cell count; measured here: cell count, cytotoxicity flag
MT stabilize HCS Hoechst-high % = also measured in MT stabilize HCS; calls as there; % Hoechst-high responders; measured here: nuclear condensation Hoechst responders;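 share of cells brighter than vehicle mean plus two SD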
MT stabilize HCS cytotoxicity % = second read-out of MT stabilize HCS, no call of its own (marks repeat the call); toxicity, %; measured here: cytotoxicity by cell density;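 0% = mean cell density of plate MIN control wells and 100% = no cells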
Autophagy HCS cell loss 18 h = further read-out of Autophagy HCS, marked with its call; toxicity, %; measured here: cell loss, nuclei count;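 cell loss after 18 h compound exposure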
An asterisk follows results filed as active; i = inactive; / = no result given.

SMILES	MT stabilize HCS	MT stabilize HCS Hoechst-high %	MT stabilize HCS cytotoxicity %	Dynein cargo inh	Dynein cargo inh cytoplasmic EGFP	Dynein cargo inh nuclear GR-EGFP	Dynein cargo inh cell count	XIAP antagonists	ER stress rescue	b-catenin transl	b-catenin transl cell count 5 µM	WT yeast gro inh	WT yeast gro inh mutant strain	Ins promoter up	Ins promoter up cell count	Lipid droplet	Lipid droplet cells 6.5 µM	Autophagy HCS	Autophagy HCS cell loss 18 h
CC(=O)Nc1ccc(NC(=O)Cn2cc3c(n2)CCC(C)C3)cc1 (stereo not drawn)	3.7	2.5	6.5	-0.56	-0.25	-0.64	0.84	-14%	-3.1%	-1.9	1034	-9	1	1.6	1133	-10	803	i	31
CSc1nc2nc3c(cc2c(=O)[nH]1)C(O)Oc1ccc(C)cc1-3 (stereo not drawn)	5.0	2.1	4.1	0.18	0.058	0.37	0.51	-3.0%	-1.6%	-3.2	1004	-21	6	0	1609	2	665	i	30
Cc1cc(C)nc(Nc2ccc(N3CCOCC3)cc2)n1	8.7	2.9	6.4	-0.68	-0.19	-0.19	0.46	0.1%	-2.0%	-1.0	1215	-2	7	0.9	932	/	/	i	-1
O=C(O)c1ccccc1-c1nc2ccccc2c(=O)[nH]1	3.8	2.5	13	-1.7	-0.19	-0.45	0.83	-0.1%	-0.3%	-7.8	997	17	14	0.73	1604	/	/	i	4
CCOC(=O)Cn1c(=O)oc2cc(S(=O)(=O)N(C)c3cccc(C)c3)ccc21	/	/	/	0.41	-0.24	0.8	-0.16	/	/	0.5	1289	/	/	0.55	1095	10	767	/	/
COc1ccc(Nc2nc(N)nc(CN3CCOCC3)n2)cc1	4.7	1.7	7.6	-0.28	-0.18	0.36	0.031	-0.6%	-3.1%	-7.8	1060	10	-8	/	/	/	/	i	9
CCn1c(=O)c(C(=O)Nc2nc3ccccc3[nH]2)c(O)c2ccccc21	4.9	2.2	3.7	-0.53	-0.53	0.021	0.23	-1.5%	-0.2%	-3.4	947	84*	57*	0.35	1485	/	/	i	11
O=C(Cn1cncn1)NCc1cccc(OC(F)F)c1	2.7	2.0	7.6	0.26	-0.3	0.17	0.69	-3.2%	-0.8%	3.8	1148	-9	16	0.27	1376	/	/	i	-4
COc1cc(C(=O)N2CCN(C(=O)c3ccccc3)CC2)cc(OC)c1OC	4.2	2.6	7.4	-0.018	-0.34	0.2	-0.1	4.3%	-2.0%	1.9	1370	16	11	-0.88	1305	/	/	i	3
COc1cc(CNC2CCCC2)cc(Cl)c1OCc1ccccc1F	2.8	1.1	6.0	0.24	0.6	0.75	-3.8	-10%	-3.0%	-4.0	1007	-25	-3	0.87	572	-13	795	i	-11
CCOC(=O)CSc1nc(C)cc(C)c1C#N	3.5	2.2	3.3	0.09	-0.3	-0.026	0.3	-4.8%	0.6%	-0.8	1159	-7	-49	-0.15	925	4	802	i	-4
Cn1c(SCc2cccnc2)nc2cccnc21	1.4	2.3	7.8	-0.023	-0.23	-0.05	0.22	-3.4%	-0.2%	-4.6	1040	14	13	-0.56	1236	/	/	i	-20
COc1ccccc1CNc1ccccc1F	2.2	2.0	12	-0.99	-0.23	-0.48	1.2	-2.7%	-0.5%	0.3	1063	-26	11	0.24	1461	11	790	i	1
CN1CCC(=NNC(=O)c2ccc(N(Cc3ccc(Cl)cc3)S(C)(=O)=O)cc2)CC1	3.1	1.4	3.0	0.33	-0.22	0.38	0.026	-7.0%	0.4%	-3.0	1133	2	16	0.9	1429	-25	557	i	6
Cc1cc(OCC(=O)NC(C)C)ccc1Cl	3.0	1.9	6.6	2.7	0.18	1.6	-1.1	-4.8%	-0.9%	-3.7	1090	13	9	-0.07	1568	-11	705	i	-31
CC(C)CNC(=O)c1cccc(NC(=O)CSc2ccc(Cl)cc2)c1	4.0	2.7	4.8	0.71	-0.11	0.1	-1.8	-2.8%	1.1%	0.8	1068	8	-4	-0.33	1590	8	656	i	-5
CN(C)CCNCc1ccccc1OC1CCCC1	0.6	1.0	11	-0.59	-0.31	-0.15	0.71	-4.1%	-1.0%	/	/	-11	0	/	/	28	836	i	0
NC(=O)C1CCN(C(=O)C23CC4CC(CC(C4)C2)C3)CC1	3.3	2.3	12	0.52	0.25	0.29	-0.34	-4.0%	0.7%	/	/	-6	-12	0.01	1698	/	/	i	12
CCN(CC)CC(=O)n1c2c(c3ccccc31)CCCC2	2.1	2.8	12	-0.64	-0.097	0.13	0.6	-5.6%	-4.5%	-3.2	805	13	5	0.05	1270	/	/	i	-2
COc1ccc(S(=O)(=O)N2CCC(O)(c3ccc4c(c3)OCO4)CC2)cc1	2.4	3.1	2.1	0.78	-0.35	0.46	0.89	-4.7%	-0.3%	-6.2	1026	5	19	1	1556	/	/	i	3

Further results
smiles,MT stabilize HCS,MT stabilize HCS Hoechst-high %,MT stabilize HCS cytotoxicity %,Dynein cargo inh,Dynein cargo inh cytoplasmic EGFP,Dynein cargo inh nuclear GR-EGFP,Dynein cargo inh cell count,XIAP antagonists,ER stress rescue,b-catenin transl,b-catenin transl cell count 5 µM,WT yeast gro inh,WT yeast gro inh mutant strain,Ins promoter up,Ins promoter up cell count,Lipid droplet,Lipid droplet cells 6.5 µM,Autophagy HCS,Autophagy HCS cell loss 18 h
CN(C)S(=O)(=O)Nc1ccccc1F,2.2,1.9,11,1.3,-0.21,1.2,-1.2,-5.7%,-2.7%,-2.0,1034,-3,-7,-0.11,1447,7,752,i,4
c1ccc2c(c1)CCCN2Cc1nnc2n1CCCCC2,3.6,2.4,9.9,-0.91,-0.45,-0.37,0.4,-1.1%,4.1%,-4.3,966,2,-13,0.3,1033,/,/,i,15
COCCN(C(=O)CCC(=O)Nc1cccnc1)C(C(=O)NC1CCCCC1)c1ccccc1 (stereo not drawn),1.9,2.3,11,-0.66,-0.37,0.011,0.8,-3.1%,-0.5%,-3.1,1002,3,-20,-0.22,1305,/,/,i,7
Nc1ccc2nn(-c3ccccc3)nc2c1,3.5,2.1,7.3,-0.18,0.63,0.25,-0.023,-4.2%,-3.3%,1.0,1014,63*,5.2*,0.89,1497,8,691,i,-12
O=c1[nH]c(-c2ccccc2)nnc1-c1ccccc1,/,/,/,-0.63,-0.26,-0.29,0.78,/,/,-1.8,1163,/,/,-0.22,1438,-2,782,/,/
Cc1cc(C)nc(-n2nc(C)cc2NC(=O)CNC2CCCCC2)n1,2.4,1.0,6.6,-0.66,-0.14,-0.17,0.89,-3.3%,0.7%,-0.3,1025,-2,-14,/,/,-12,600,i,-13

Ordered by heavy-atom count (ascending): part of the list above.
smiles,MT stabilize HCS,MT stabilize HCS Hoechst-high %,MT stabilize HCS cytotoxicity %,Dynein cargo inh,Dynein cargo inh cytoplasmic EGFP,Dynein cargo inh nuclear GR-EGFP,Dynein cargo inh cell count,XIAP antagonists,ER stress rescue,b-catenin transl,b-catenin transl cell count 5 µM,WT yeast gro inh,WT yeast gro inh mutant strain,Ins promoter up,Ins promoter up cell count,Lipid droplet,Lipid droplet cells 6.5 µM,Autophagy HCS,Autophagy HCS cell loss 18 h
CN(C)S(=O)(=O)Nc1ccccc1F,2.2,1.9,11,1.3,-0.21,1.2,-1.2,-5.7%,-2.7%,-2.0,1034,-3,-7,-0.11,1447,7,752,i,4
Nc1ccc2nn(-c3ccccc3)nc2c1,3.5,2.1,7.3,-0.18,0.63,0.25,-0.023,-4.2%,-3.3%,1.0,1014,63*,5.2*,0.89,1497,8,691,i,-12
O=c1[nH]c(-c2ccccc2)nnc1-c1ccccc1,/,/,/,-0.63,-0.26,-0.29,0.78,/,/,-1.8,1163,/,/,-0.22,1438,-2,782,/,/
NC(=O)C1CCN(C(=O)C23CC4CC(CC(C4)C2)C3)CC1,3.3,2.3,12,0.52,0.25,0.29,-0.34,-4.0%,0.7%,/,/,-6,-12,0.01,1698,/,/,i,12
Cc1cc(C)nc(-n2nc(C)cc2NC(=O)CNC2CCCCC2)n1,2.4,1.0,6.6,-0.66,-0.14,-0.17,0.89,-3.3%,0.7%,-0.3,1025,-2,-14,/,/,-12,600,i,-13
COCCN(C(=O)CCC(=O)Nc1cccnc1)C(C(=O)NC1CCCCC1)c1ccccc1 (stereo not drawn),1.9,2.3,11,-0.66,-0.37,0.011,0.8,-3.1%,-0.5%,-3.1,1002,3,-20,-0.22,1305,/,/,i,7
